High-throughput results (PubChem)
HDAC3 inh – inhibitors of human histone deacetylase 3 | recombinant HDAC3, fluorogenic peptide/trypsin coupled, fluorescence | inhibition, % at 8.3 µM | hit rate 0.15% among 320,000 | AID 2718; in the data active means inhibition above about 26%, passing the limit was not always enough; inconclusive means no clear call, values can overlap the other calls
Target sequence (O15379 whole entry, looked up): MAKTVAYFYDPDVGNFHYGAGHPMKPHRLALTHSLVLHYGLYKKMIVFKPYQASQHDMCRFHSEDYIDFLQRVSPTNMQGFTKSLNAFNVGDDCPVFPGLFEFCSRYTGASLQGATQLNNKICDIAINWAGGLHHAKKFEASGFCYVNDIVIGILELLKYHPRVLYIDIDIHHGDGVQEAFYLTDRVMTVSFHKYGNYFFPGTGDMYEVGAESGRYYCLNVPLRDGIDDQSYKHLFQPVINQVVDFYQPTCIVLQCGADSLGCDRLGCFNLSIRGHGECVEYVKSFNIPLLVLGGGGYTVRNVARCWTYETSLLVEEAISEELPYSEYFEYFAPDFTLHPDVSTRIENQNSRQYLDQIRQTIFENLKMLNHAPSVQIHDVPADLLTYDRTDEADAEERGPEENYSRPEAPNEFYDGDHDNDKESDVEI
KCNK3 block – human KCNK3 channel inhibition, primary screen | O14649 | CHO-KCNK3 thallium flux, FluxOR fluorescence; stronger effect = lower value | B-score at 10 µM | hit rate 0.84% among 340,000 | AID 602410;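 active means B-score under library mean minus 4 SD, starting fluorescence ratio at most library mean plus 5 SD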;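 further: more negative B-score means stronger inhibition of thallium flux through KCNK3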
hERG rescue – compounds protecting human hERG from proarrhythmic drug block; CHO-hERG, FluxOR thallium flux, dofetilide IC70 present; AID 1511; hit rate 0.51% among 310,000; activation (rescue from dofetilide block), less the hit threshold, % at 10 µM;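 active means activation above the mean of controls blocked by dofetilide plus 5 SD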;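 further: thallium influx through hERG after potassium depolarization seen as dye fluorescence rise; in these data hits start at about 4.7%; inactives centre near -7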
RGS4 pot – RGS4 potentiation or activation | HEK293 M3R/inducible RGS4, carbachol calcium flux Fluo4; stronger effect = lower value | B-score at 10 µM | hit rate 0.92% among 310,000 | AID 463111;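 active means B-score of the integrated calcium signal more than 4 SD below the library mean, with starting fluorescence not abnormally high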;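 further: negative B-score means reduced calcium response which marks RGS4 activation or potentiation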
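Reagent: ECmax carbachol challenge; Test system: M3R-expressing HEK293 line, RGS4 induced by doxycycline; Schedule: overnight RGS4 induction, 30 min dye load 37 °C, 20 min compound RT; Detection: calcium dye Fluo4 fluorescence; Read-out: Agonist-evoked peak-minus-minimum fluorescence over baseline, integrated ratio, B score.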
Dyrk1A ADPGlo – blocks rat Dyrk1A kinase activity. ADP-Glo luminescence, NFATc1 peptide. hit rate 0.43% among 310,000. Q63470. inhibition, % at 12.5 µM. AID 504441; in the data active means inhibition above about 50%;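 further: plate controls were vehicle with enzyme for no effect and no enzyme for full effect; many of its hits are not listed in these tables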
KCNQ1 inh – inhibitors of human KCNQ1 potassium channel; CHO-K1 KCNQ1, FluxOR thallium flux fluorescence; stronger effect = higher value; B-score at 10 µM; P51787; hit rate 1.3% among 310,000;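 active means compounds whose thallium flux B-score, printed positive for inhibition, exceeds three library SD while starting fluorescence stays within three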;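 further: channel opened by potassium depolarization with thallium stimulus after 20 min compound exposure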
PolyA inh – blocks polyadenylation in yeast reporter cells; S. cerevisiae SKY197-pL101 polyadenylation reporter, beta-gal luminescence; efflux-impaired pdr1/pdr3 knockout yeast; score 100 = 6 SD above DMSO; calls only at 12 µM; hit rate 0.02% among 300,000; AID 1875;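 active means lowest replicate activity score at least 50, where 100 means six control SD above control mean; inconclusive means lowest score under 50 but half or more replicates reach 50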;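 further: yeast exposed to compound for 9 h at 30 °C; higher score means more reporter readthrough which indicates perturbed polyadenylation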
GSK3beta inhib – blocks human GSK3beta kinase activity; GST-GSK3beta kinase, ADP-Glo luminescence, 60 min; stronger effect = lower value; activity score (negative = inhibition), % at 10 µM; hit rate 0.038% among 300,000;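 active means more than half of replicate wells score below -50%, meaning over 50% inhibition versus plate controls; inconclusive means some replicates but at most half score below -50%; inactive means no replicate scores below -50%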;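 further: 0% = median DMSO wells and -100% = median GW8510 positive control wells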
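Test system: GST-tagged human GSK3beta kinase, cell-free; evaluation: activity score scaled between in-plate DMSO and GW8510 controls; measured by: ADP-Glo luminescence; incubation: 60 min reaction, RT; benchmarks: DMSO and 20 µM GW8510; reagent: peptide substrate plus 25 µM ATP (final); medium: Tris/MgCl2 kinase buffer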
GSK3A inh – human GSK-3 alpha kinase inhibition; P49840; inhibition, % at 10 µM; ADP-Glo luminescence, 60 min; hit rate 0.1% among 320,000;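 in the data active means inhibition above about 50%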;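 further: GST-tagged GSK-3 alpha with peptide substrate and 25 µM ATP; 0% = DMSO neutral wells and 100% = GW8510 positive control wells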
KCNK9 block – blocks the human KCNK9 two-pore domain potassium channel; AID 488922; B-score at 10 µM; Q9NPC2; HEK293 KCNK9, FluxOR thallium flux fluorescence; stronger effect = lower value; hit rate 1.2% among 310,000;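 active means ratio B-score over 3 SD below the library mean, with starting fluorescence within 5 SD of its mean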;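 further: negative B-score means less thallium flux so channel inhibition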
Target sequence (Q9NPC2 whole entry, looked up, the tested form may be a part): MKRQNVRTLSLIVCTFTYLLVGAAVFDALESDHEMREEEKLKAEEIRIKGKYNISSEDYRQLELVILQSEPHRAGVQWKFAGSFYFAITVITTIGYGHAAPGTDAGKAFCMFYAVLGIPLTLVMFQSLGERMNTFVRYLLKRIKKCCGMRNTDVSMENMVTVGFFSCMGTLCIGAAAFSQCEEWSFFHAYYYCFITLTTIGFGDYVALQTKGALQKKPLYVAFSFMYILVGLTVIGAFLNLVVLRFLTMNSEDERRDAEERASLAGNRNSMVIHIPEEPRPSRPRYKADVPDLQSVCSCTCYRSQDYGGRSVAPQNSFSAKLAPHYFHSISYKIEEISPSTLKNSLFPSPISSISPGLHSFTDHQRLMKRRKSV
KCNQ1 act – human KCNQ1 channel potentiation or activation. P51787. CHO-K1 KCNQ1, thallium flux FluxOR fluorescence; stronger effect = higher value. B-score at 10 µM. hit rate 0.35% among 310,000;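 active means fluorescence ratio B-score, a plate-corrected score, at least three library SD, with initial intensity B-score within 5 SD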
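System: CHO-K1 cells stably expressing KCNQ1 / Medium: assay buffer for compound exposure, DMSO matched across wells / Reagent: thallium- and potassium-containing depolarizing buffer / Compound: one concentration, matched DMSO / Incubation: 20 min compound pretreatment at room temperature / Measured by: kinetic FluxOR fluorescence, 10 s baseline plus 110 s post-stimulus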
An asterisk follows results filed as active; i = inactive; ? = inconclusive; · = not tested or not shown.

SMILES | HDAC3 inh | KCNK3 block | hERG rescue | RGS4 pot | Dyrk1A ADPGlo | KCNQ1 inh | PolyA inh | GSK3beta inhib | GSK3A inh | KCNK9 block | KCNQ1 act
Cc1cccc(NC(=O)Cc2noc3ccccc23)c1C | 7 | i | -10 | i | 3 | i | i | -2 | -3 | i | i
O=C(NNc1nc2cc3c(cc2s1)OCO3)c1ccc(F)cc1 | 1 | i | -2 | i | -1 | i | i | 2 | -3 | i | i
Cc1cc(NS(=O)(=O)c2ccc(NC(=O)/C=C/c3ccc(C)o3)cc2)nc(C)n1 | -2 | i | -23 | i | 3 | i | i | 3 | -1 | i | i
Cc1ccccc1C(=O)c1cccn1CC(=O)N1CCCCCC1 | 4 | i | -3 | i | 8 | i | i | 3 | -3 | i | i
CCc1cccc(C)c1NC(=O)CSc1nnc(CCCOc2ccc(Cl)cc2Cl)n1C | 2 | i | -3 | i | -5 | i | i | -25 | 0 | i | i
CCOC(=O)N1CCC(Nc2ccc3nnc(-c4ccccc4)n3n2)CC1 | 2 | i | -19 | i | 17 | i | i | 0 | -2 | i | i
COCCCNC(=S)N1CCN(C(=O)C(=O)Nc2ccc(C(=O)OC)cc2)CC1 | -4 | i | -4 | i | 2 | i | i | -2 | -1 | i | i
Cc1cccc(CN2CCc3c([nH]c4ccccc34)C2CC(C)C)n1 (stereo unspecified) | 0 | i | -4 | i | -2 | i | i | 1 | 4 | i | i
Cn1c(=O)n(C)c2cc(/C=C(/C#N)C(=O)NCc3ccco3)ccc21 | 5 | i | -5 | i | -7 | i | i | -4 | 0 | i | i
O=C(O)COc1ccccc1/C=N/NC(=O)c1cc(-c2ccc(F)cc2)nc2ccccc12 | 7 | i | -15 | i | · | i | i | 4 | 0 | i | i
Cc1cc(C(=O)N2CCC(C(=O)O)CC2)c(C)o1 | -1 | i | -11 | i | · | i | i | 2 | -1 | i | i
COC(=O)NNC(=S)Nc1cc(OC)ccc1OC | 1 | i | -13 | i | 18 | i | i | -4 | -5 | i | i
CN1CCN(c2c(/C=N/O)c3ccccc3n2C)CC1 | -3 | i | -6 | i | 8 | i | i | 2 | 9 | i | i
COc1cccc(/C=C2\SC(=O)N(CC(=O)NC3C=CS(=O)(=O)C3)C2=O)c1 (stereo unspecified) | 4 | i | -9 | i | -1 | i | i | 3 | -1 | i | i
O=C(CCCOc1ccccc1)N1CCc2ccccc2C1 | 0 | i | -6 | i | -2 | i | i | 3 | -1 | i | i
CCN(CC(=O)Nc1c(F)cccc1F)C(=O)c1ccc2ccccc2n1 | -3 | i | -8 | i | 8 | i | · | -3 | -2 | i | i
COC(=O)c1ccc(NC(=O)CCc2nnc3ccc(NCc4ccco4)nn23)cc1 | 1 | i | -8 | i | -1 | i | i | 1 | 0 | i | i
CCOc1ccccc1OCCC(=O)NNC(=O)Cn1nc(C)cc1C | -3 | i | -12 | i | 9 | i | i | 1 | -1 | i | i
CCOC(=O)C[C@H]1c2cc(F)ccc2S(=O)(=O)N1Cc1ccc(OC)cc1 | 0 | i | -4 | i | -3 | i | i | -6 | 1 | i | i
OC1(c2cccc(C(F)(F)F)c2)CCN(c2ncnc3c2[nH]c2ccccc23)CC1 | ? | i | -25 | i | -40 | 7* | i | 0 | -1 | i | i
COc1cc(C2NC(=O)C(C#N)=C(S)N2c2ccccc2)ccc1OC(C)C (stereo unspecified) | 2 | i | -6 | i | 4 | i | i | 2 | 4 | i | i
Cc1[nH]ncc1-c1ccccc1Cl | 0 | i | -12 | i | 4 | i | i | 1 | 1 | i | i
CCOC(=O)N1CCN(C(=O)c2ccc(N3CCCC3=O)cc2)CC1 | 2 | i | -7 | i | 2 | i | i | -1 | 3 | i | i
c1ccc(C[C@H]2CNCCN2CCC23CC4CC(CC(C4)C2)C3)cc1 | -2 | i | -13 | i | · | i | i | 2 | 1 | i | i
COC(=O)C1=C(C)NC(c2c(O)ccc3ccccc23)C(C(=O)OC)=C1C (stereo unspecified) | -4 | i | -8 | i | 2 | i | i | 2 | 3 | i | i
CN(C)CCCCNCCCNC(=O)/C=N\O | -1 | i | -5 | i | · | i | i | -4 | 5 | i | i
O=C(CSc1ncnc2c1cnn2-c1ccccc1)NC1CCCC1 | -1 | i | -4 | i | -7 | i | i | 1 | 1 | i | i
CCN1C(=NCc2ccco2)N[C@@H](c2cccc(F)c2)C(C(=O)OC)=C1C | 14 | i | -9 | i | 2 | i | i | 3 | -2 | i | i
CCCC12CN3CCN(CC(C3)/C1=N\NC(=O)c1ccc(C(C)(C)C)cc1)C2 | -4 | i | -5 | i | 0 | i | i | -1 | -1 | i | i
CN(CC(=O)O)S(=O)(=O)c1cccs1 | -1 | i | -14 | i | 0 | i | i | 1 | 0 | i | i
Cc1ccn2cc(-c3cccc(NC(=O)c4cccs4)c3)nc2c1 | 0 | -11* | -24 | i | 15 | 8* | i | -3 | -3 | i | i
C=CCn1c(SCC(=O)Nc2ccc(S(N)(=O)=O)cc2)nnc1-c1cnccn1 | 17 | i | -4 | i | 3 | i | · | -2 | 0 | i | i
CCOc1ccc2[nH]c(=O)c(CN(CCc3ccccc3)C(=O)N3CCCC3)cc2c1 | -8 | i | -11 | i | 2 | i | i | · | 0 | i | i
CCc1ccccc1OCCCCN1CCCC1 | ? | i | -2 | i | 0 | i | i | 0 | -3 | i | i
C=CCn1c(-c2c[nH]c3ccccc23)n[nH]c1=S | 7 | i | -6 | i | 8 | i | i | 0 | -2 | i | i
Cc1cccc(-n2cnc(C(=O)N3CCN(C)CC3)c2)n1 | 7 | i | -14 | i | 3 | i | i | 1 | 0 | i | i
c1ccc2c(NC3C4CC5CC(C4)CC3C5)nc(N3CCOCC3)nc2c1 (stereo unspecified) | -5 | -9.5* | -8 | i | 4 | i | i | -2 | 5 | i | i
CC(=O)c1ccc(NC(=O)CSc2nccn2CCc2ccccc2)cc1 | -2 | i | -7 | i | 4 | i | i | 4 | -3 | i | i
O=C(Nc1ccc2c(c1)OCO2)Nc1ccc(F)cc1F | -2 | i | -6 | i | 6 | i | i | -26 | 5 | i | i
O=C1c2ccc(Oc3ccc([N+](=O)[O-])cc3)cc2C(=O)N1CCCO | 4 | i | -8 | i | -1 | i | i | -1 | 1 | i | i
OCCCNc1nc(-c2ccc(Cl)cc2)nnc1-c1ccccc1 | 0 | i | -2 | i | -2 | i | i | 4 | -3 | i | i
Cc1cccc(C(=O)N2CC(=O)Nc3ccc(F)cc3C2c2ccc(F)cc2)c1 (stereo unspecified) | 1 | i | -11 | i | -1 | i | i | 3 | -1 | i | i
CN(CCCC(=O)Nc1ccccc1)S(=O)(=O)c1ccc(Cl)cc1 | 7 | i | -10 | i | · | i | i | 3 | 1 | i | i
CC1CCCC(C)N1C(=O)COC(=O)C1CCN(S(=O)(=O)c2c(Cl)cccc2Cl)CC1 (stereo unspecified) | ? | i | -22 | i | 1 | i | i | -1 | -1 | i | i
c1ccc(CCNc2ncnc3c2nnn3Cc2ccccc2)cc1 | -6 | i | -7 | i | -2 | i | i | 0 | -2 | i | i
CCCc1nc2ccc(N)cc2c(=O)n1Cc1ccccc1Cl | -12 | i | -6 | i | 1 | i | i | -1 | -2 | i | i
COc1ccc(N2C(=O)/C(=C3/C=CC=CN3C)SC2=S)cc1 | 7 | i | 0 | i | 1 | i | i | -1 | 0 | i | i
CC(NS(=O)(=O)c1ccc(Br)cc1)C(=O)NCCc1ccccc1 (stereo unspecified) | -12 | i | -8 | i | -21 | i | i | 3 | -4 | i | i
O=C(CSC1=NCCS1)N1CCCC1 | 1 | i | -2 | i | 12 | i | i | 3 | 0 | i | i
COc1ccc(CCNC(=O)c2oc3ccc(S(=O)(=O)N4CCOCC4)cc3c2C)cc1OC | 1 | i | -11 | i | 0 | i | i | 0 | -1 | i | i
The listing continues.
SMILES | HDAC3 inh | KCNK3 block | hERG rescue | RGS4 pot | Dyrk1A ADPGlo | KCNQ1 inh | PolyA inh | GSK3beta inhib | GSK3A inh | KCNK9 block | KCNQ1 act
Cc1ccc(-c2ccc(=O)n(CC(=O)NCCN3C(C)CCCC3C)n2)cc1 (stereo unspecified) | -10 | i | -9 | i | -5 | i | i | -1 | 1 | i | i
COc1ccccc1CNC(=O)CCCNS(=O)(=O)c1cccc2nsnc12 | 7 | i | -16 | i | -2 | i | i | 1 | -1 | i | i
Cc1ccccc1-n1nc(-c2ccc(N)cc2)cc1N | 4 | i | -2 | i | -1 | i | i | -1 | 0 | i | i
CCN(CC)C(=O)CN1CCC(c2nc3cc(C)c(C)cc3[nH]2)CC1 | -5 | i | -6 | i | 3 | i | i | 1 | -3 | i | i
CCOC(=O)N1CCN(C(=O)c2ccc(N3CC4CC(C3)c3cccc(=O)n3C4)c(NC(=O)c3ccc(F)cc3)c2)CC1 (stereo unspecified) | -5 | i | -8 | i | 6 | i | i | 0 | -2 | i | i
O=C(CSc1ccc(Cl)cc1)Nc1nnc(-c2ccco2)o1 | 6 | i | -17 | i | 1 | i | i | -5 | -5 | i | i
O=C(COC(=O)c1cc[n+]([O-])cc1)NCC12CC3CC(CC(C3)C1)C2 | -4 | i | -8 | i | 1 | i | i | 1 | 1 | i | i
CC(=O)OC12CC3CC(C1)C(=NO)C(C3)C2 | 0 | i | -10 | i | 1 | i | i | 0 | -1 | i | i
CCOC(=O)N1CCC(n2c(SCC(=O)c3ccccc3)nc3ccsc3c2=O)CC1 | -5 | i | -10 | i | -1 | i | i | -4 | -2 | i | i
Cc1ccc2nc(N3CCN(CCO)CC3)nc(-c3ccccc3)c2c1 | -17 | i | -11 | i | · | i | i | 2 | -2 | i | i
COc1ccc(-c2cc(C)no2)cc1S(=O)(=O)Nc1ccccc1 | -1 | i | -3 | i | -3 | i | i | 5 | -1 | i | i
O=C(NC1CCCCC1)C1CCN(c2cnccn2)CC1 | -1 | i | -8 | i | -1 | i | i | 1 | -3 | i | i

These rows are one share of the data; rates above refer to the full screens.
